# Bioassay records: PubChem, several laboratories
# aDG glyco act – alpha-DG glycosylation activation | Pro5-aDG cells, alpha-DG glycosylation AlphaScreen (IIH6); 0% Pro5, 100% B10-LARGE cell signal | activation, % at 10 µM | hit rate 0.22% among 360,000;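 active = activation of at least 8% versus controls, or a plate z-score of at least 8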;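 note: Pro5 are CHO cells carrying HIG-tagged alpha-DG that lacks glycosylation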
# NOD2 RIPK2 PPI – inhibitors of human NOD2-RIPK2 interaction. hit rate 0.38% among 360,000. CHO BLA complementation NOD2-RIPK2, CCF4 ratio. inhibition, % at 4.98 µM. O43353; in the data active = inhibition above about 21%;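 note: 0% = vehicle only and 100% = reference blocker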
# Vif inh – blocks HIV Vif function; HEK293T cells, Vif self-association by quenched fluorescence, imaging, 24 h; inhibition, % at 7.49 µM; hit rate 0.35% among 340,000; in the data active = inhibition above about 50%, passing the limit was not always enough; inconclusive = no clear call, values can overlap the other calls; inactive = below about 31%; note: some results filed as inactive read as strong as hits
# MC4R antagonist – human MC4R antagonism in cAMP assay; inhibition, % at 6.5 µM; MC4R-expressing cells, MTII-stimulated cAMP, LANCE TR-FRET; AID 540295; P32245; hit rate 0.48% among 360,000;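 active = inhibition above its plate's cutoff, the mean of tested wells on that plate plus 3 SD, cut at about 29% in these data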;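 note: 0% = Melanotan II alone and 100% = Melanotan II plus saturating MCL0020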
#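 System: U2OS cells stably expressing human melanocortin 4 receptor (MC4R). Reagent: Melanotan II challenge after compound preincubation. Doses: 6.5 µM. Times: 30-min compound, 1-h challenge, 1-h detection, room temperature. Measured by: TR-FRET with Eu-cAMP and labeled anti-cAMP, 671 nm. Replicates: singlicate.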
# ABCB6 inh 2 – inhibitors of human ABC transporter ABCB6; Q9NP58; K562-ABCB6 porphyrin accumulation, flow cytometry, 1 h; stronger effect = lower value; fluorescence ratio to DMSO, % at 10 µM; hit rate 0.19% among 360,000;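 active = fluorescence ratio to DMSO below 75%, the collection mean minus 3 SD; inconclusive = too few cells collected in the well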;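 note: signal is porphyrin accumulated inside mitochondria; 100% equals median channel fluorescence of DMSO control wells; lower ratio means ABCB6 inhibition with less porphyrin fluorescence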
# ABHD5-PLIN5 inh – inhibitors of human ABHD5-perilipin-5 interaction | Split G. princeps luciferase complementation, luminescence, 4 h | inhibition, % at 4 µM | hit rate 0.78% among 360,000;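 active = inhibition above the mean inhibition across every tested compound plus 3 SD, cut at about 22% in these data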;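 note: 0% = DMSO only wells and the 100% control is not disclosed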
# Target sequence (Q00G26 whole entry, looked up): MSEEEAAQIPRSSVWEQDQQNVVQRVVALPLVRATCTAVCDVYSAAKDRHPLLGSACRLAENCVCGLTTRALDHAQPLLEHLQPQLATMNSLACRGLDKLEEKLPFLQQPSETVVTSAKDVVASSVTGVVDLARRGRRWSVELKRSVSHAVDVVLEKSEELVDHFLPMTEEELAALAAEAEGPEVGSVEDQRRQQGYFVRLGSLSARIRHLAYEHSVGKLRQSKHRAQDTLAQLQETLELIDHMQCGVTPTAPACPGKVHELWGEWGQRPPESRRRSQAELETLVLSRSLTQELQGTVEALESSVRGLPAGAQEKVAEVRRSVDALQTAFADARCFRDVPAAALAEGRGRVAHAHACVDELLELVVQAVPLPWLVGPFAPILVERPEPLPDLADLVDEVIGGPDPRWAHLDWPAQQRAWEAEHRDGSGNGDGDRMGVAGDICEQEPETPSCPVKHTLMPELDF
# Target sequence (Q8WTS1 whole entry, looked up): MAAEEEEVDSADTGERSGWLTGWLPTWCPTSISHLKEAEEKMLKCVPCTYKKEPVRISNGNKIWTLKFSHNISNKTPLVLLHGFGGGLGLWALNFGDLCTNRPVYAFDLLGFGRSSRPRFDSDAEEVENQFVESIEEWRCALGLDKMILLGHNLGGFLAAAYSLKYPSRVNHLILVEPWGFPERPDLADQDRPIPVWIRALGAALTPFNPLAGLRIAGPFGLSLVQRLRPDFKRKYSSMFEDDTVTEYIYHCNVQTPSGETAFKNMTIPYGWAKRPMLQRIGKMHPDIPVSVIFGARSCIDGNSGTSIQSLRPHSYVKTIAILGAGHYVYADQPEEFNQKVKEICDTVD
# TLR9-MyD88 inh – inhibitors of human TLR9-MyD88 binding; hit rate 0.21% among 340,000; CHO BLA complementation TLR9-MyD88, CCF4 FRET ratio; AID 504734; Q9NR96+Q99836; inhibition, % at 4.98 µM;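 active = inhibition above the mean over all tested compounds plus 3 SD, cut at about 21% in these data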;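 note: 0% = DMSO only wells and 100% = clavulanate BLA inhibitor control wells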
# Glyco luc inh – N-linked glycosylation inhibition; reporter increase, % at 12.5 µM; D54 ERlucT glycosylation luciferase reporter, 24 h; percent of 100 nM tunicamycin response; hit rate 0.23% among 360,000;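 active = mean luciferase reporter signal, scaled so untreated is 0 and the glycosylation-blocking control 100, at or above a set limit in every replicate; inconclusive = mean reaches the limit but not every replicate does; inactive = mean below the limit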;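 note: luciferase carries N-glycosylation sites so blocking glycosylation raises the light; 0% = median of neutral control wells and 100% = median of 100 nM tunicamycin wells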
# MC4R ag barr – agonists of human melanocortin 4 receptor (MC4R) beta-arrestin; U2OS MC4R beta-arrestin complementation, luminescence; percent of melanotan II response, DMSO zero; activation, % at 8.9 µM; hit rate 0.98% among 360,000; AID 540308;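 active = activation above a per-plate cutoff, the mean activation of sample wells on that plate plus 3 SD, cut at about 8% in these data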
# Granule exo inh – lytic granule exocytosis inhibition; hit rate 0.66% among 360,000; TALL-104 LAMP-1 surface exposure, flow cytometry; cells stimulated with thapsigargin and PMA; inhibition, % at 10 µM;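 active = inhibition above about 55%, limit read from the data; inconclusive = no clear call, values can overlap the other calls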
# * marks the source's active call; other numbers are inactive results; ? = inconclusive; . = not tested or not shown. This is a subset (hit frequency here may not be typical).
SMILES,aDG glyco act,NOD2 RIPK2 PPI,Vif inh,MC4R antagonist,ABCB6 inh 2,ABHD5-PLIN5 inh,TLR9-MyD88 inh,Glyco luc inh,MC4R ag barr,Granule exo inh
O=C(NCCCCNC(=O)c1ccccc1Br)c1ccccc1Br,-0.1,-14,-2,21,98,0,.,1,3.2,-5
CCOC(=O)c1cnc2ccccc2c1NCCc1ccc(OC)c(OC)c1,0.7,0,-5,-1,98,4,-4,-1,-2.4,1
CC(C)NC(=O)COc1coc(CN2CCN(c3ccccc3)CC2)cc1=O,0.0,-36,36,7,100,-4,-2,1,-4.2,-1
CCOc1ccc(Nc2nc(NCCN3CCOCC3)nc(OC)n2)cc1,0.2,-13,-4,-3,97,0,-2,-1,-3.1,2
O=C(CCNC(=O)c1ccccc1)NC1CCCc2ccccc21 (stereo unspecified),-0.3,-2,.,3,93,18,6,1,-1.6,-5
COc1ccc(NC(=O)CSc2nnc(C)n2Cc2ccccc2)cc1,0.1,8,2,13,98,0,6,0,2.0,-1
NC(=O)c1cccnc1Nc1cccc([N+](=O)[O-])c1,0.4,1,5,-13,95,0,4,0,-3.6,0
O=C(/C=C/c1ccccc1Cl)NNC(=O)c1ccncc1,-0.1,-5,-2,-5,94,10,-6,2,0.1,-2
CC(C)C[C@H]1COc2cc(N3CCN(Cc4ccccc4F)CC3)ccc2S(=O)(=O)N1,0.1,-7,.,.,99,-1,.,.,.,-5
C/C(=N\NC(=S)NC1CCCCC1)c1ccc(OC(F)F)cc1OC(F)F,1.4,-10,-11,6,97,-10,6,-6,-2.7,4
CCN1CCN(C(=O)CCc2nnc3ccc(N4CCC5(CC4)OCCO5)nn23)CC1,0.2,0,-3,0,95,1,-1,0,-4.8,-2
CCc1noc(C)c1C(=O)Nc1ccc(S(=O)(=O)N2CCCCC2)cc1,0.0,-2,9,-1,98,-5,-4,-4,-4.3,-6
Cc1csc(SCC(=O)Nc2ccccc2)n1,-0.1,1,3,-6,101,7,4,1,-0.1,-6
COC(=O)Cn1c(=NC(=O)c2ccc(S(=O)(=O)N3CCc4ccccc4C3)cc2)sc2cc(OC)ccc21,0.5,5,-9,6,97,4,0,-4,-2.3,-5
Cc1oc(CC(C)C)cc1C(=O)NCCCC(=O)O,-0.2,-3,4,4,100,-3,-11,-1,0.1,-1
O=C(NCc1ccccc1)C1C(c2ccccc2)=Nc2ccccc2N1C(=O)c1cnccn1 (stereo unspecified),-0.4,-7,.,.,.,7,.,.,.,-8
COc1ccccc1C1=NN(C(=S)Nc2ccccc2)C(c2ccco2)C1 (stereo unspecified),-0.1,-9,1,5,.,3,-1,5,0.6,1
CCOC(=O)C1(CCCc2ccccc2)CCN(C(=O)Cn2nc(C)nc2C)CC1,0.2,-13,-1,17,91,-4,8,-2,-1.7,-2
OC(c1ccc(Cl)cc1)C(O)c1nc2ccccc2[nH]1 (stereo unspecified),-0.1,0,-3,1,112,4,0,-1,-3.1,3
COc1cc(NC(=O)CSc2nc(=O)n(CCCN3CCOCC3)c3c2CCC3)cc(OC)c1,-0.4,-4,-5,9,95,10,4,-2,-1.5,-6
Cc1ccc(S(=O)(=O)NCc2ccncc2)cc1C(=O)NCC(C)C,0.1,-3,-1,12,104,-8,5,-2,-2.9,-2
CC(NC(=O)COC(=O)c1ccc2c(c1)OCCO2)c1ccccc1 (stereo unspecified),-0.2,4,5,6,101,6,-12,0,-1.5,1
CN1C(=O)c2cccc3c(S(N)(=O)=O)ccc1c23,-0.1,4,11,-4,96,15,2,4,0.0,1
O=C(CSc1nnnn1C1CCCCC1)Nc1ccc(F)cc1,-0.2,-6,0,-3,99,1,-7,-2,-1.6,-3
CN(C)S(=O)(=O)c1cccc(NC(=O)CSc2nc3c(cc2C#N)C(=O)CC(C)(C)C3)c1,0.5,-6,-3,11,95,7,8,1,4.5,?
C[C@H]1CN=C(N(C)C)N1CCc1ccccc1,-0.1,6,10,2,97,3,5,2,-1.3,-10
CC(C)c1ccc(/C=N/n2c(-c3ccccc3)n[nH]c2=S)cc1,0.1,9,-2,5,100,-9,2,-4,1.3,-9
CCOC(=O)C1(Cc2ccc(Cl)cc2)CCN(CCCn2cccn2)CC1,0.8,-3,-7,-4,98,4,-9,-3,-3.2,8
Nc1cc(-c2ccccc2)ccc1O,0.1,-3,.,0,99,-1,-2,2,-0.9,-2
COCC(=O)N(Cc1cc2ccccc2[nH]c1=O)c1ccccc1OC,-0.1,-14,24,-4,101,-3,-7,1,-1.1,0
CCC(C)(C)C1CCc2c(sc(NC(=O)c3ccoc3C)c2C(N)=O)C1 (stereo unspecified),-0.2,2,15,-4,95,-4,12,2,0.3,-3
CC(C)C(NC(=O)c1ccc(S(=O)(=O)N2CCOCC2)cc1)c1nc2ccccc2[nH]1 (stereo unspecified),-0.3,-8,4,14,95,-4,-7,0,1.3,1
O=C(c1ccc(Cl)c(S(=O)(=O)N2CCOCC2)c1)N1CCCCC1,0.3,-6,6,3,101,-8,-4,1,1.0,-1
COc1ccc(C(=O)NC(=S)NNC(=O)Cc2cccs2)cc1,0.1,-2,1,20,101,-5,-7,3,0.1,1
CC(=O)NNc1ncnc2c1cnn2-c1ccc(C)cc1,-0.2,-7,-6,9,94,2,-10,2,-0.7,-1
COc1cc(OC)cc(N2CCN(S(=O)(=O)c3ccc(-n4cnnn4)cc3)CC2)c1,-0.1,1,-2,1,105,5,3,-1,1.0,-5
COc1ccc(C(=O)N2CCN(C(=O)C3COc4ccccc4O3)CC2)cc1OC (stereo unspecified),0.5,-19,-1,6,97,-4,-1,2,-1.0,-3
Cc1ccc(OCc2ccc(C(=O)NCC3CCCO3)cc2)cc1C (stereo unspecified),0.3,3,1,9,95,-2,0,-1,-2.5,-7
Cc1ccc(S(=O)(=O)N2CCOCC2)cc1C(=O)NCC1CCCCC1,0.0,-4,10,1,94,2,-11,-2,0.5,-5
CCOC(=O)CN(C(=O)Cn1nnc(-c2ccc(OC)cc2)n1)C(C(=O)NC1CCCC1)c1ccc(F)cc1 (stereo unspecified),0.1,-2,0,5,92,2,2,-4,-1.4,11
Cc1ccc(-c2nc(S(=O)(=O)c3ccc(C)cc3)c(SCC(N)=O)o2)cc1,0.0,-2,4,12,174,4,-1,0,-0.9,-10
COc1ccc(NC(=O)c2ccc3c(=O)n(CC4CCCO4)c(=S)[nH]c3c2)c(OC)c1 (stereo unspecified),0.1,-2,1,7,97,3,-3,-1,-4.1,-2
COc1ccc(C2CC(=O)OC3=C2C(=O)CC(C)(C)C3)c(OC)c1 (stereo unspecified),-0.2,-2,-1,2,98,-5,1,4,-2.3,-2
CCn1cc(CN2CCC(Oc3ccc(C(=O)N4CCCCC4)cc3)CC2)cn1,0.0,-11,-3,1,90,13,-9,-1,2.5,5
COc1ccc(Cc2nc3ccccc3n2C)cc1,0.1,5,-3,8,97,-2,-1,1,-2.9,-2
C[C@@]12C(=O)N(CC3CCCO3)CC(=O)N1[C@H]1c3ccccc3OC[C@@H]1[C@@H]2c1ccccc1 (stereo partly specified),0.3,6,4,0,97,3,2,11,0.9,0
Cc1cc(NS(=O)(=O)c2ccc(NC(=S)NC(=O)c3ccncc3)cc2)no1,-0.2,0,-1,-5,98,-6,-10,4,-1.5,-5
O=S(=O)(c1cccc2nsnc12)N1CCN(C/C=C/c2ccccc2)CC1,0.0,2,-4,15,97,-2,0,-4,-1.5,1
CC1CCCCN1C(=O)CSc1nnc(-c2ccccc2F)o1 (stereo unspecified),-0.2,-8,8,9,88,2,-1,-1,-1.9,5
COC(=O)c1ccc(NCc2cc(O)ccc2O)cc1O,0.0,10,85*,-11,97,6,7,-4,-2.4,44
CCN(CC)S(=O)(=O)c1ccc(O)c(C(=O)OCC(=O)NC2CCCC2)c1,-0.1,1,0,7,96,2,7,1,-0.9,1
CC(=O)Nc1ncc(N=Nc2cccc(C(F)(F)F)c2)s1,-0.2,-4,3,-1,95,-3,4,2,-0.5,-2
Clc1cc(Br)ccc1OCCOCCN1CCOCC1,0.3,0,-4,3,97,4,0,2,-1.2,3
CCN(CC(=O)NC1CCS(=O)(=O)C1)c1ccc(S(C)(=O)=O)cc1[N+](=O)[O-] (stereo unspecified),0.0,0,9,4,105,6,5,-1,-0.2,3
O=C(Nc1cccc(Cl)c1N1CCOCC1)c1cccs1,-0.2,5,-11,0,96,1,1,-1,-4.2,0
CCOc1cc2[nH]c(=S)n(CCCN(CC)CC)c(=O)c2cc1OCC,-0.2,-10,15,2,96,-1,7,-4,-0.9,-1
CCOC(=O)N1CCN(C(=O)c2nc3ccccc3s2)CC1,0.0,0,6,9,84,6,-2,-1,1.1,1
O=C(CSc1nnc(C2CC2)n1C1CC1)c1ccc(F)c(F)c1,0.1,-1,15,0,97,0,-2,-2,-2.1,-1
Cn1cccc1C(=O)C(=O)Nc1ccc(F)c(F)c1,-0.2,0,-5,-6,103,-3,2,-3,-3.5,-5
COC(=O)[C@H]1C[C@@]2(O)CN(S(=O)(=O)c3ccc(C)cc3)C[C@@]2(OC(=O)NCc2ccc(OC)c(OC)c2)C[C@H]1C(=O)OC,0.4,-4,-1,5,96,-9,1,1,0.2,-2

# A run of entries of the results above, as a working copy:
SMILES,aDG glyco act,NOD2 RIPK2 PPI,Vif inh,MC4R antagonist,ABCB6 inh 2,ABHD5-PLIN5 inh,TLR9-MyD88 inh,Glyco luc inh,MC4R ag barr,Granule exo inh
Cn1cccc1C(=O)C(=O)Nc1ccc(F)c(F)c1,-0.2,0,-5,-6,103,-3,2,-3,-3.5,-5
COC(=O)[C@H]1C[C@@]2(O)CN(S(=O)(=O)c3ccc(C)cc3)C[C@@]2(OC(=O)NCc2ccc(OC)c(OC)c2)C[C@H]1C(=O)OC,0.4,-4,-1,5,96,-9,1,1,0.2,-2

# (list continues)
SMILES,aDG glyco act,NOD2 RIPK2 PPI,Vif inh,MC4R antagonist,ABCB6 inh 2,ABHD5-PLIN5 inh,TLR9-MyD88 inh,Glyco luc inh,MC4R ag barr,Granule exo inh
CCC(C)(C(=O)NC1CCCC1)N(C(=O)c1cnccn1)c1c(C)n(C)n(-c2ccccc2)c1=O (stereo unspecified),0.2,0,-9,0,91,-3,-1,-2,-1.6,1
COc1cccc(CSC(C(=O)O)c2ccccc2)c1 (stereo unspecified),0.0,-2,.,4,100,7,-1,0,-0.5,1
O=C1NC(c2ccccc2)=C(c2ccc3ccccc3n2)C(c2ccccc2)N1 (stereo unspecified),-0.2,5,-1,20,96,2,-4,-4,-2.2,-2
Cc1cc(C)n(Cc2ccccc2)c(=O)c1S(=O)(=O)c1ccccc1,0.2,-2,-5,6,84,1,1,0,-3.2,2
CSc1ccc(CN(C)C(C)C(=O)Nc2ccc(F)c(F)c2F)cc1 (stereo unspecified),0.1,-5,-7,-8,95,2,5,1,-1.8,-5
COc1ccc(OC)c(NC(=O)CN2CCc3ccccc3C2)c1,0.4,1,27,7,89,-1,3,-1,-0.1,14
